# Screens from PubChem BioAssay.
# ARFGAP1 inh: inhibits rat ARF GTPase activating protein 1; Q62848; Arfgap1-stimulated ARF1 GTP hydrolysis, GDP FP detection; inhibition, % at 16.5 µM; hit rate 0.26% among 360,000; AID 651572;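 active = inhibition above a per-plate limit, mean inhibition of low control wells plus 3 SD, cut at about 25% in these data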;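 note: 0% = DMSO wells with enzyme and 100% = wells lacking Arfgap1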
# Target sequence (Q62848 1-136 limits assumed): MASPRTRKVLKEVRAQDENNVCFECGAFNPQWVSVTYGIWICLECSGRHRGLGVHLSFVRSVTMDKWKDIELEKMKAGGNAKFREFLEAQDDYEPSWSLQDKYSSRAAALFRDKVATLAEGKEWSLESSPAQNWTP
#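 Material: rat Arfgap1 catalytic domain, aa 1-136; also added: human ARF1(Δ1-17)-GTP substrate; compound dosing: one concentration, 16.5 µM, DMSO 1.26%; incubation: GTP hydrolysis reaction 2 h at 25 °C; measured by: Tracer-displacement fluorescence polarization with EDTA stop, 620/688 nm; evaluation: % inhibition from polarization; repeats: one replicate per compound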
# PLCg1 inh: inhibitors of human phospholipase C gamma1; P19174; purified PLC-gamma1, fluorogenic substrate, fluorescence; inhibition, % at 12.2 µM; hit rate 0.84% among 370,000; AID 720700; in the data active = inhibition above about 9.5%
# PLCb3 inh: blocks human PLC-beta3 enzyme activity. Purified PLC-beta3, fluorogenic substrate, fluorescence. hit rate 0.18% among 370,000. Q01970. AID 720704. inhibition, % at 12.2 µM; in the data active = inhibition above about 11%;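 note: 0% = median of compound wells on plate and 100% = full blocker control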
# ASAP1 inh: blocks human ASAP1-stimulated Arf1 GTP hydrolysis | Q9ULH1 | inhibition, % at 16.5 µM | AID 624377 | hit rate 0.19% among 360,000 | GDP FP detection; in the data active = inhibition above about 25%;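 note: 0% = vehicle with enzyme and substrate and 100% = no enzyme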
# UHRF1 MBD2 ctr: human UHRF1 methylated DNA binding inhibitors | UHRF1 binding to methylated oligo, TR-FRET | inhibition, % at 4.4 µM | hit rate 0.75% among 370,000; in the data active = inhibition above about 21%;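 note: UHRF1 SRA domain binding a hemimethylated CpG hairpin DNA probe; 0% = median of test compound wells and 100% = reference inhibitor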
# sPLA2-III inh: Inhibits HGIII-sPLA2 liposome hydrolysis, primary screen. hit rate 0.56% among 370,000. QFRET BODIPY PC-A2 liposome hydrolysis, fluorescence. inhibition, % at 12.2 µM. Q9NZ20;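 active = inhibition above mean plus 3 SD of compounds lying within the high and low control bounds, cut at about 19% in these data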;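 note: 0% = median of test compound wells and 100% = no enzyme DMSO wells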
# Tn7 DDE FP: DD(E)-Tn7 binding inhibition, primary FP screen; P02675; FP displacement of FITC-Tn7 peptide from fibrin DD(E); 0% = median of compound wells per plate; inhibition, % at 8.3 µM; hit rate 0.13% among 370,000; AID 720508;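 active = inhibition above the mean of compounds falling within the control limits plus 3 SD of them, cut at about 14% in these data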;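 note: 0% = plate median of compound wells and 100% = 10 µM Aha-Tn7 peptide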
#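 system = human fibrin DD(E) protein | quantity = DD(E) 2 µM final | medium = Tris/NaCl/CaCl2 buffer, pH 7.8 | also added = labelled Tn7 tracer, 0.1 µM | compound dosing = single point at 8.3 µM | timing = compound with protein 10 min, then 3 h after probe, room temperature | signal = FP measurement | benchmarks = Aha-Tn7 high control | repeats = one replicate per compound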
# NR1D1 modulator: Rev-erb alpha (human) modulation | activity, % at 10 µM | P20393 | Rev-erbα–FITC-DNA binding, fluorescence polarization, 90 min | hit rate 0.79% among 370,000;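 active = activity above about 14%, limit read from the data; passing the limit was not always enough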;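 note: 0% = DMSO wells with 35 nM protein and 100% = DMSO wells with 750 nM protein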
# Target sequence (P20393 whole entry, looked up): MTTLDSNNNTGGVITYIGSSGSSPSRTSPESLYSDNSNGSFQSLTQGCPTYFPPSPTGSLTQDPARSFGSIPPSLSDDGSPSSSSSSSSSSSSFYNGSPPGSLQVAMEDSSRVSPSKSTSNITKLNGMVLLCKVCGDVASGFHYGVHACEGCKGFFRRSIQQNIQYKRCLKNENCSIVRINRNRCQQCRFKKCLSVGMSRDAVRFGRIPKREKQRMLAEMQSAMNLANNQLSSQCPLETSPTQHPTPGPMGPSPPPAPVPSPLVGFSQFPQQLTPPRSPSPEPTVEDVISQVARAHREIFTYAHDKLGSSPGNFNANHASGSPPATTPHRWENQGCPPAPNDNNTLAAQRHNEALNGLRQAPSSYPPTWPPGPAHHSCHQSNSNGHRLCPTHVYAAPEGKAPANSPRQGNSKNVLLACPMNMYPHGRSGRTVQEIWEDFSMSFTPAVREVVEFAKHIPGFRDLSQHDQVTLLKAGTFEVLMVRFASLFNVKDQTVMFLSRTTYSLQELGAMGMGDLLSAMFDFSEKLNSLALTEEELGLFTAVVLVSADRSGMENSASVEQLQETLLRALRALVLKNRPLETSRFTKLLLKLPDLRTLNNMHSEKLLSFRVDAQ
# proKLK7 act: proKLK7 (human) activation, primary screen; P49862; purified proKLK7, EDANS-DABCYL substrate fluorescence; 100% is mature enzyme control, 0% vehicle; activation, % at 7 µM; hit rate 0.9% among 370,000; AID 652039;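 active = activation above the mean of all tested compounds plus 3 SD, computed per campaign excluding outliers beyond control limits, cut at about 13% in these data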
# Target sequence (P49862 whole entry, looked up): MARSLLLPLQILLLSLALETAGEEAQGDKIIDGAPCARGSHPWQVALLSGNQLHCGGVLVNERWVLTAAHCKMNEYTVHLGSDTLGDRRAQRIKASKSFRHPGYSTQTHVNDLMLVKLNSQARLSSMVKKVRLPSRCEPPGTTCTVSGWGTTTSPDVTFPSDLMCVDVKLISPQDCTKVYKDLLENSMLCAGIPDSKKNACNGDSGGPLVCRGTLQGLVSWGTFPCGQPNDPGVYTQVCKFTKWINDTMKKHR
# Tn6 DDE FP: DD(E)-Tn6 binding inhibition, primary FP screen | hit rate 0.21% among 370,000 | inhibition, % at 8.3 µM | Fibrin DD(E) TRITC-Tn6 fluorescence polarization displacement | AID 720509 | P02675;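 active = inhibition above a per-campaign cutoff: mean of compounds within control limits plus 3 SD, cut at about 15% in these data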;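 note: 0% = median of all compound wells on the plate and 100% = blocking peptide control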
# * marks the source's active call; other numbers are inactive results.
ARFGAP1 inh	PLCg1 inh	PLCb3 inh	ASAP1 inh	UHRF1 MBD2 ctr	sPLA2-III inh	Tn7 DDE FP	canonical_smiles	NR1D1 modulator	proKLK7 act	Tn6 DDE FP
-9.6	-42.1	-55.7	-1.3	-9.6	-5.7	1.0	Cc1ccc(C)c2[nH]c(=O)c(C(c3nnnn3Cc3ccco3)N3CCc4ccccc4C3)cc12 (stereo unspecified)	0.6	-0.6	-2.6
3.4	1.3	-1.2	-5.3	-1.1	-2.5	-3.6	COc1ccc(-n2cnnc2SCC(=O)Nc2ccc(C(N)=O)cc2)cc1	-2.4	-0.8	-3.4
13.1	3.3	2.7	12.0	5.4	-14.0	0.4	Cn1c(=NC(=O)CSCC(=O)N2CCCCC2)sc2ccccc21	-4.1	-0.4	-8.1
-0.5	-23.1	-36.7	-11.2	0.3	-1.6	-3.8	CC1=C(C(=O)OC(C)C)C(c2ccc(C)o2)C(C(=O)OC(C)C)=C(C)N1	-4.8	0.8	-11.5
-0.5	-2.0	-5.5	-15.2	-0.1	-33.3	2.3	CSc1ccc(CN(C)C(=O)CCNS(=O)(=O)c2ccc(C)c(C)c2)cc1	0.4	1.3	4.2
-7.3	-10.6	-3.0	2.5	0.1	4.5	-0.8	CC(C)Cc1ccc(CN2CCCC(NC(=O)CCCN3CCCC3=O)C2)cc1 (stereo unspecified)	1.5	0.9	-4.9
-2.6	2.4	3.5	-15.6	-3.2	-1.7	-2.4	CCOc1cc(N2CCOCC2)c(OCC)cc1NC(=O)Cc1cn2ccsc2n1	-3.0	-0.3	-0.1
8.3	-2.2	-1.4	-0.9	-2.7	-2.7	-2.3	COc1ccc(Cc2c(-c3ccccc3)nc3cc(C)c(Br)c(C)n23)c(C)c1	10.3	0.5	0.1
-5.1	-1.3	-9.0	1.8	2.0	-9.5	-2.8	COc1ccc(C)cc1NC(=O)c1nnn(Cc2cccc(F)c2)c1N	-2.3	-3.0	1.9
-10.6	-0.7	-0.5	-1.5	6.3	2.3	-0.1	Cc1ccc(C(=O)c2c3ccc(C(F)(F)F)cc3[n+]([O-])n2CCCC(N)=O)cc1	0.0	0.7	-1.0
11.7	3.6	3.7	1.3	-0.2	5.5	2.2	CNc1nc(N)c([N+](=O)[O-])c(NCc2ccccc2)n1	-2.4	-0.5	0.7
-5.0	-4.2	-7.1	-14.7	18.0	0.3	4.1	O=C1OC(c2ccc3c(c2)OCO3)=N/C1=C\c1ccc(C(=O)O)cc1	-9.1	-0.5	-8.2
2.5	1.8	-6.6	-11.1	-0.1	3.1	-1.0	Cn1c(=O)n(CCO)c(=O)c2c1nc(Br)n2Cc1ccccc1	4.5	0.4	6.5
7.5	0.9	1.9	0.8	0.3	-4.1	-7.9	CCc1c(C)nc(N2CCN(c3ccccc3F)CC2)[nH]c1=O	-0.7	-0.1	3.7
6.5	2.8	1.1	-4.0	5.2	2.6	2.9	CCc1ccccc1NC(=O)N1CCCC(CCC(=O)N(C)CCc2ccccn2)C1 (stereo unspecified)	3.1	0.5	-5.5
1.4	2.4	-6.9	-4.7	0.4	-9.9	5.0	Cc1c(C(=O)OCC(=O)N(C)c2ccccc2)oc2ccccc12	9.5	0.1	3.2
-8.3	-209.1	-218.3	2.1	-12.6	0.2	-2.3	Nc1ccc(-c2nc3ncccc3o2)c(Cl)c1	4.6	3.9	5.0
-9.4	-2.3	-9.2	-15.2	-0.1	0.8	-2.4	CCOC(=O)CNC(=O)N1CCCC(Cc2ccccc2)(C(=O)OCC)C1 (stereo unspecified)	-0.7	0.7	3.2
8.0	3.4	-7.4	-6.5	-0.8	-2.2	-5.6	O=C(Nc1ccccc1Cl)Nc1cccc2cccnc12	4.0	-0.1	3.8
12.3	-5.6	-7.7	-14.8	0.9	-1.9	1.5	COC(=O)Cc1cc(=O)n2[nH]c(C)cc2n1	2.2	1.4	-4.5
1.2	-4.1	-1.9	0.9	1.7	3.8	7.6	CC(C)N1C(=O)c2ccccc2NC(=O)C1C(=O)NCc1cccc(C(F)(F)F)c1 (stereo unspecified)	-4.8	0.7	6.4
69.1*	-16.9	-16.0	50.4*	-0.7	0.3	3.5	Clc1ccc2c(N/N=C/c3ccc(Br)cc3)ccnc2c1	-7.8	-0.5	-6.9
5.4	-2.8	-10.4	5.5	0.7	-40.2	0.2	COc1ccc2[nH]cc(CCNC(=O)Nc3ccccc3)c2c1	1.7	0.4	1.4
8.1	1.0	-5.7	5.2	-1.1	10.9	-1.5	CN(C)C(=O)COc1ccc(C(=O)/C=C/c2cccnc2)cc1	0.6	0.4	-11.5
-1.2	0.9	2.7	-1.1	0.5	0.1	-2.0	O=C(O)CCCC(=O)Nc1c(F)c(F)c(F)c(F)c1F	-4.5	-0.1	-2.3
-12.6	2.7	-8.3	6.2	1.1	-3.9	6.0	Cc1oc(S(=O)(=O)N2CCCC2)cc1C(=O)Nc1ccc(F)cc1	-3.8	-0.1	8.1
12.7	-0.5	-6.6	16.3	6.5	-5.2	-5.0	COc1ccc(OCCC(=O)OCC(=O)NCCC2=CCCCC2)cc1	-1.9	-0.4	-9.5
-3.0	-0.8	-8.6	4.9	0.8	17.1	14.0*	O=C(Nc1cccc(OC(F)(F)F)c1)c1ccc(-c2cccnc2)c2ccoc12	1.7	-1.0	8.4
5.9	-2.4	-0.8	5.2	3.9	7.8	-4.0	O=CNc1ccccc1Oc1ccccc1	-3.3	-0.5	-10.5
-0.2	-25.2	-41.4	11.8	-1.5	-5.6	1.5	COc1ccc(-n2nc(C(=O)NCC(=O)Nc3cc(OC)c(OC)c(OC)c3)c3ccccc3c2=O)cc1Cl	-0.1	-0.8	-3.6
4.9	-8.7	-16.1	0.9	0.1	-0.6	-0.9	Cc1cc2[nH]c3ccccc3c2c(C)n1	0.3	0.1	-3.4
-5.7	-13.4	-24.7	-6.5	-2.6	-5.2	1.1	COc1ccc(OC)c(NC(=O)c2ccc(-c3csc(C)n3)cc2)c1	-3.2	0.9	0.6
14.1	-19.4	-27.0	-1.5	-0.8	-19.6	2.5	COc1ccc(-c2csc(NC(=O)c3cccc(S(=O)(=O)N4CCN(C)CC4)c3)n2)cc1	3.0	0.1	-1.0
-1.0	-7.6	-4.6	-3.4	2.3	1.0	2.0	C=Cn1c(C(=O)O)cc(CC)c1-c1ccccc1	4.3	0.4	5.8
1.0	1.0	1.4	20.3	-1.0	2.0	0.7	Cc1ccc(C(=O)NCC(=O)NCC(=O)OCC(=O)c2ccc(Br)cc2)cc1	-5.0	0.1	0.2
5.7	7.1	-6.7	0.3	2.0	-22.1	-1.1	Cc1cc(C)c(C)c(S(=O)(=O)Nc2ccc(C(=O)N3CCCC3)cc2)c1C	1.2	0.9	0.2
0.7	5.9	-3.0	-3.0	3.6	24.0*	-0.9	COc1ccc(Cl)cc1-c1n[nH]c(=S)n1C	1.4	-0.3	-1.9
6.1	0.9	-2.4	0.9	4.8	11.8	-2.8	CCCC(=O)Nc1ccc(C(=O)NNC(=O)c2ccccc2Br)cc1	6.7	-0.2	0.2
7.3	-0.2	-6.8	11.4	-0.4	-4.4	-2.5	O=C1c2ccccc2C(=O)C1C1=Nc2ccccc2NC(c2ccccc2)C1 (stereo unspecified)	-2.2	0.2	3.2
7.4	-12.4	-10.6	3.7	-1.6	4.4	2.4	Clc1ccc(/C=N/Nc2nnc(-c3ncc[nH]3)c3ccccc23)cc1	-3.3	-0.6	4.8
1.2	-1.5	-1.9	-3.2	3.0	12.5	7.5	Cc1cc(C)n(CC(=O)N/N=C/c2ccccn2)n1	6.4	-0.1	-4.5
9.5	-1.1	-4.0	-9.4	2.2	0.3	1.1	Cc1ccc(-n2c(-c3ccccc3)c[n+]3c2CCc2ccccc2-3)c(C)c1	-1.4	0.2	-2.6
3.6	0.4	3.3	0.7	3.0	8.1	-5.6	CC(=O)N1CCC(C(=O)Nc2cc(S(=O)(=O)N3CCCCC3)ccc2C)CC1	-4.8	0.1	8.6
7.1	-30.6	-45.6	0.3	-8.6	0.5	-7.4	C=CCSc1cc(C)nc2c(-c3ccccc3)c(C)nn12	-6.0	-0.3	9.9
3.9	-0.8	-5.2	1.4	3.6	0.2	-2.4	COc1cccc(/C=N/NC(=O)c2cccc(N3CCCC3=O)c2)c1	-0.7	0.4	-13.2
-3.1	-4.1	-4.2	6.6	0.4	6.7	-0.3	CCCCn1c(=O)c(CCC(=O)OCC(=O)Nc2ccc(F)c(Cl)c2)nc2ccccc21	16.0	-0.1	7.2
0.9	-107.8	-134.4	3.5	-2.5	-7.3	-2.0	C[C@H](O)[C@@H]1C(=O)N2CCc3c([nH]c4c(-c5ccccc5)cccc34)[C@@H]2C[C@@H]1N(C)C(=O)Nc1cccc2ccccc12	-1.5	-12.1	-0.8
1.6	-2.8	-1.0	6.2	0.7	2.6	-3.4	Cc1ccc(CCSCC(=O)O)cn1	0.8	-1.0	5.5
-5.1	2.3	0.7	-2.6	0.3	6.9	-5.5	CCOc1ccc(NC(=S)NN2CCN(C)CC2)cc1	-0.7	-0.7	-0.8
5.5	-0.9	1.8	-16.9	-2.4	11.0	6.1	CC(=O)c1cccc(NC(=O)C23CC4CC(C2)CC(n2cncn2)(C4)C3)c1	-0.4	0.1	9.4
-7.9	-4.0	-6.5	-3.7	-0.8	-1.0	-2.6	Cc1ccc(N2CC(C(=O)NCc3n[nH]c(=O)c4ccccc34)CC2=O)cc1 (stereo unspecified)	-8.0	0.1	2.0
3.4	4.7	-9.3	-6.9	1.9	-4.6	-2.3	O=C(NCCOc1ccccc1F)C1CC(=O)N(c2ccc3c(c2)OCCO3)C1 (stereo unspecified)	-6.0	-0.1	-7.7
-6.8	-2.7	-4.7	-6.4	-0.2	-25.0	0.7	Cc1cccc(NC(=O)CSc2nc(-c3ccccc3)c(C#N)c(=O)[nH]2)c1C	2.7	0.6	1.6
-7.8	3.6	-1.2	-14.6	0.5	-6.9	2.4	O=C(CCc1ccccc1)NNC(=O)c1ccc(Cl)cc1	4.6	0.1	-3.1
8.0	1.0	-3.1	-5.8	0.8	-4.8	0.5	COc1ccc(C)cc1NC(=O)C1CCCN(S(=O)(=O)c2ccc3c(c2)CCCN3C(C)=O)C1 (stereo unspecified)	-5.0	0.0	3.1

# Two compounds drawn at random from the list so far, as already listed:
ARFGAP1 inh	PLCg1 inh	PLCb3 inh	ASAP1 inh	UHRF1 MBD2 ctr	sPLA2-III inh	Tn7 DDE FP	canonical_smiles	NR1D1 modulator	proKLK7 act	Tn6 DDE FP
7.4	-12.4	-10.6	3.7	-1.6	4.4	2.4	Clc1ccc(/C=N/Nc2nnc(-c3ncc[nH]3)c3ccccc23)cc1	-3.3	-0.6	4.8
6.5	2.8	1.1	-4.0	5.2	2.6	2.9	CCc1ccccc1NC(=O)N1CCCC(CCC(=O)N(C)CCc2ccccn2)C1 (stereo unspecified)	3.1	0.5	-5.5

# This is a random part of the collection; any-hit rate near 4.5%.
